# Source: PubChem (several laboratories)
# Anthrax LF inh2: inhibitors of Bacillus anthracis lethal factor protease. inhibition, % at 10 µM. multiplex microsphere protease cleavage assay, LF. AID 588501. hit rate 0.12% among 360,000. P15917; in the data active means inhibition above about 30%; further: plate controls were buffer without enzyme for full effect and enzyme alone for no effect
# Target sequence (P15917 whole entry, looked up): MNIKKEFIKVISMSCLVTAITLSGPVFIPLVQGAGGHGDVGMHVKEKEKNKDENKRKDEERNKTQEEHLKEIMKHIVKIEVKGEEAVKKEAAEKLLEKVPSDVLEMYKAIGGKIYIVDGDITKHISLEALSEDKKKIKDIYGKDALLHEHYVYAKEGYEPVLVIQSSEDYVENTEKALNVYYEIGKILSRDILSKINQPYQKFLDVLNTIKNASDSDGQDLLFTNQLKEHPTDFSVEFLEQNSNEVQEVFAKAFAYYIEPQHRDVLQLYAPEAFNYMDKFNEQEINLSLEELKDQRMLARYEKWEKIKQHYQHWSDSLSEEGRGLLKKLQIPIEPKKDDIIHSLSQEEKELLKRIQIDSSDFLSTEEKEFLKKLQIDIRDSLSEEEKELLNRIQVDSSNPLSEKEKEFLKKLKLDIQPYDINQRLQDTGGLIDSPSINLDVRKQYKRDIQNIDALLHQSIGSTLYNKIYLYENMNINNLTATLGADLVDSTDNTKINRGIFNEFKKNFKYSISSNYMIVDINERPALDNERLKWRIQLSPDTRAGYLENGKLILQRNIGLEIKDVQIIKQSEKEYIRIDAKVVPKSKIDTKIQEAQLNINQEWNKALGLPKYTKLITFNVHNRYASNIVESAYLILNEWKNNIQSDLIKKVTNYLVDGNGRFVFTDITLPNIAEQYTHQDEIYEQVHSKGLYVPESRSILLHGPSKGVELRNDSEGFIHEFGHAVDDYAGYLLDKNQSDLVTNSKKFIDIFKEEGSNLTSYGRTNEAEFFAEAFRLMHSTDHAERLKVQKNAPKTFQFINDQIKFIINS
# Yp Topo-I inh: blocks Yersinia pestis topoisomerase I activity; Y. pestis Topo-I cleavage product accumulation, plate reader; activity, % at 10 µM; hit rate 0.064% among 360,000; AID 504884; in the data active means activity above about 50%, passing the limit was not always enough; further: inactives centre near 2
# TcdB inh: blocks C. difficile toxin B glycohydrolase activity. hit rate 0.24% among 350,000. inhibition, % at 9.99 µM. TcdB glycohydrolase enzymatic assay, plate reader. P18177. AID 652162; in the data active means inhibition above about 10%
# Vc quorum ag: inducers of Vibrio cholerae quorum light production without autoinducers. V. cholerae BH1578 lux reporter, luminescence, 6 h. activation, % at 18.7 µM. hit rate 0.16% among 350,000. AID 588436; in the data active means activation mostly above about 9.7%, no sharp cut-off; further: not every result past the cut was called active; inactives centre near 0; reference of the scale not given here
# MazF activator: activators of E. coli MazEF toxin-antitoxin RNase | P0AE70 | FAM/BHQ RNA-DNA oligo cleavage fluorescence, 5 h | activation, % at 20 µM | hit rate 0.32% among 350,000 | AID 504720; in the data active means activation above about 50%
# DUSP3 inh: blocks human VHR1 dual specificity phosphatase | inhibition, % at 13.3 µM | recombinant VHR phosphatase, pNPP absorbance | hit rate 0.52% among 290,000; in the data active means inhibition above about 50%; further: some compounds called inactive have numbers as strong as hits
# Target sequence (P51452 whole entry, looked up): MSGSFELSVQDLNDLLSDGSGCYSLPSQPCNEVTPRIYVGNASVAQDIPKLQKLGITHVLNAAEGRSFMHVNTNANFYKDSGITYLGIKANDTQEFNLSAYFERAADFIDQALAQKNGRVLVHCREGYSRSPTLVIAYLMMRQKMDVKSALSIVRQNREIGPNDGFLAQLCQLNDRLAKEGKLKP
# SARS 3CLpro inh: SARS-CoV 3CLpro protease inhibition; P0C6X7; hit rate 0.14% among 290,000; recombinant SARS-CoV 3CLpro, quenched FRET peptide cleavage; inhibition, % at 6 µM; in the data active means inhibition above about 12%
# PfHsp40 yeast: restores yeast growth despite PfHsp40 toxicity | growth rescue, % at 12.5 µM | S. cerevisiae expressing PfHsp40, growth rescue, ATP luminescence | hit rate 0.68% among 340,000 | AID 504582; in the data active means growth rescue above about 28%, passing the limit was not always enough;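 further: yeast W303a lacking pdr1 and pdr3 grown in galactose medium; growth measured after three days at 30 °C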
# PriA SSB inh: K. pneumoniae PriA-SSBct interaction inhibition | inhibition, % at 33 µM | hit rate 0.6% among 430,000 | AID 1272365 | AlphaScreen SSBct-PriA binding, biotinylated peptide; in the data active means inhibition mostly above about 37%, no sharp cut-off; inactive means mostly below about 20%;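 further: plate controls were negative control peptide for no effect and reference peptide for full effect; strong numbers were not always called active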
# Rv3671c inh: inhibitors of M. tuberculosis serine protease Rv3671c. P9WHR9. inhibition, % at 5.96 µM. hit rate 0.048% among 320,000; in the data active means inhibition above about 38%;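 further: extracellular domain of Rv3671c used as enzyme; 0% = enzyme with DMSO and 100% = no enzyme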
# The depositor's hits bear a star; i = inactive; · = no result given. This is a subset; the hit share may differ from the screen's.
SMILES,Anthrax LF inh2,Yp Topo-I inh,TcdB inh,Vc quorum ag,MazF activator,DUSP3 inh,SARS 3CLpro inh,PfHsp40 yeast,PriA SSB inh,Rv3671c inh
O=C(CN(Cc1ccccc1)S(=O)(=O)c1ccc(Br)cc1)N/N=C/c1ccccc1C(=O)O,-9,-2,0.3,-0.3,3,8,5,-1.4,i,-9
O=C(NCc1ccc(Cl)cc1)c1ccc2ccccc2n1,-11,22,-0.4,-0.3,-8,12,-4,6.7,-40,-6
Cc1cc(C)n2nc(C(=O)OCC(=O)N3C(C)CCCC3C)nc2n1 (stereo unspecified),·,-3,-0.2,i,5,·,·,-0.5,-7,-6
O=C(O)c1cc(-c2ccc(Cl)cc2)n(-c2ccc(F)cc2)n1,1,5,4.2,i,2,-5,-1,-1.3,3,-12
COc1ccc(CN(C(=O)Cc2cccs2)C(C(=O)NC2CCCC2)c2ccncc2)cc1 (stereo unspecified),-6,9,·,i,-3,33,5,-1.0,5,-6
c1ccc(-c2nc(N3CCOCC3)c3ccccc3n2)nc1,0,2,·,i,3,13,3,-0.4,62*,3
CCOP(=O)(OCC)C(Nc1ccccn1)c1ccccc1 (stereo unspecified),-2,1,·,i,4,34,-1,0.2,-1,-10
CCCn1cc(SCC(=O)NCc2ccc3c(c2)OCO3)c2ccccc21,-1,-2,0.5,i,-7,32,-4,-0.1,-12,6
CCOc1ccc(CNC(=O)c2ccc(Sc3ccc(C)cc3)c(NC(C)=O)c2)cc1OC,-2,39,0.5,-2.2,5,8,5,0.3,11,-12
COc1ccc(Nc2cc(Nc3cc(OC)c(OC)c(OC)c3)ncn2)cc1,-25,-2,1.3,-15,2,-1,-1,1.0,12,6
CC(=O)Nc1ccc(S(=O)(=O)N(C)CC(=O)Nc2cccc(S(=O)(=O)N3CCCC3)c2)cc1,1,4,-0.1,2.8,4,·,·,-1.0,10,-6
O=C1NC(=Nc2cccc(O)c2)S/C1=C\c1cccc([N+](=O)[O-])c1,2,1,-0.8,i,-2,19,7,-0.9,3,-8
COC(=O)CCCC1=CC2=C(c3ccccc3)C(=O)C(C)(OC(=O)C3CCCC3)C(=O)C2=CN1c1ccc(OC)cc1 (stereo unspecified),3,36,0.8,-9.5,4,19,·,2.1,-9,-20
CCCCC1(C)Nc2ccccc2-c2nc3ccccc3n21 (stereo unspecified),-1,-7,·,-0.4,3,21,-1,0.0,-15,9
Cc1nc2c(=O)oc3ccccc3c2n1-c1ccccc1,-8,-8,·,-0.2,4,-12,-3,-0.5,-14,-1

# Of the compounds above, these contain a carbonyl joined to an NH by a bond outside any ring.
SMILES,Anthrax LF inh2,Yp Topo-I inh,TcdB inh,Vc quorum ag,MazF activator,DUSP3 inh,SARS 3CLpro inh,PfHsp40 yeast,PriA SSB inh,Rv3671c inh
O=C(CN(Cc1ccccc1)S(=O)(=O)c1ccc(Br)cc1)N/N=C/c1ccccc1C(=O)O,-9,-2,0.3,-0.3,3,8,5,-1.4,i,-9
O=C(NCc1ccc(Cl)cc1)c1ccc2ccccc2n1,-11,22,-0.4,-0.3,-8,12,-4,6.7,-40,-6
COc1ccc(CN(C(=O)Cc2cccs2)C(C(=O)NC2CCCC2)c2ccncc2)cc1 (stereo unspecified),-6,9,·,i,-3,33,5,-1.0,5,-6
CCCn1cc(SCC(=O)NCc2ccc3c(c2)OCO3)c2ccccc21,-1,-2,0.5,i,-7,32,-4,-0.1,-12,6
CCOc1ccc(CNC(=O)c2ccc(Sc3ccc(C)cc3)c(NC(C)=O)c2)cc1OC,-2,39,0.5,-2.2,5,8,5,0.3,11,-12
CC(=O)Nc1ccc(S(=O)(=O)N(C)CC(=O)Nc2cccc(S(=O)(=O)N3CCCC3)c2)cc1,1,4,-0.1,2.8,4,·,·,-1.0,10,-6

# (further entries)
SMILES,Anthrax LF inh2,Yp Topo-I inh,TcdB inh,Vc quorum ag,MazF activator,DUSP3 inh,SARS 3CLpro inh,PfHsp40 yeast,PriA SSB inh,Rv3671c inh
Cc1cc(C(=O)CSc2nc(N)cc(=O)[nH]2)c(C)n1-c1ccc(OC(F)F)cc1,2,17,-0.1,i,9,26,6,0.7,6,-1
COc1ccc(OC)c(C(=O)NC(CC(N)=O)c2ccc(N3CCCCCC3)c([N+](=O)[O-])c2)c1 (stereo unspecified),-5,18,1.7,-2.1,4,20,-4,0.1,14,1
O=C(N/N=C/c1cccc(Cl)c1)C(c1ccncc1)N1CCOCC1 (stereo unspecified),-4,5,0.7,-0.7,-6,12,8,-0.9,i,-6
Cc1nn2c(c1-c1ccccc1)NC1=C(C(=O)CCC1)C2c1ccccc1 (stereo unspecified),3,9,·,-3.0,-5,17,-2,1.5,-13,-5
NC(=O)c1ncn([C@@H]2O[C@H](CNCc3ccc(OCC(=O)Nc4ccccn4)cc3)[C@@H](O)[C@H]2O)n1,-6,-2,2.5,i,-3,·,·,-0.3,0,·
O=C(Nc1nc2ccsc2c(=O)s1)C1CCC1,6,8,0.2,0.8,-8,16,-1,-0.9,-6,0
Cc1ccc(C(=O)COc2ccc3c(C)cc(=O)oc3c2)cc1,1,12,0.3,i,0,-5,-2,0.3,-9,-6
Cc1ccc(CNn2cn[nH]c2=S)cc1,-6,-4,2.0,-0.8,8,·,·,1.1,-17,0
O=C(c1cccs1)N1C2CCC1CC(O)(c1cccnc1)C2 (stereo unspecified),2,7,·,-1.4,6,2,0,-0.6,-17,-4
CCN(CC)CCNCC(=O)Nc1ccc(Cl)cc1C(=O)c1ccccc1,0,-1,·,-1.0,-14,47,1,0.9,6,5
O=C(OCc1ccc(Br)cc1)c1cccc(-c2nnc(-c3ccccc3)o2)c1,1,2,·,-3.4,-11,18,0,-1.0,2,1
COc1cc(C(O)c2nc(-c3cccc(F)c3)cs2)ccc1F (stereo unspecified),3,-5,0.3,-2.5,·,·,·,·,·,·
Cc1cc(C)nc(SCc2cn3c(C)cc(C)nc3n2)n1,9,1,1.2,-0.1,-2,0,2,2.6,2,0
NC(=O)Nc1ccc(C(=O)OCC(=O)Nc2ccc([N+](=O)[O-])cc2C(F)(F)F)cc1,-2,-7,1.1,-0.9,8,8,2,-0.3,22,-5
CCCc1nnc(SCC(=O)O)n1CC,3,7,0.3,-0.8,-3,17,-2,-2.5,3,1
CCOC(=O)c1ccc(NC(=S)NCc2ccc(F)cc2)cc1,-4,1,1.7,-0.5,6,·,·,0.1,-5,-6
COCc1nnc(NC(=O)c2cc(OC)c(OC)cc2[N+](=O)[O-])s1,0,0,·,-0.3,2,-2,1,0.5,-5,-4
O=c1cc(-c2ccccc2)nc2c(Cl)cc(Cl)cn12,-7,3,2.0,i,0,·,·,·,·,·
CCCS(=O)(=O)NC(=O)C1(C)CCCN(C(=O)c2ccc(OC)cc2)C1 (stereo unspecified),1,6,-1.6,-0.2,·,·,·,·,·,·
Cc1cccc(NC(=O)C(=O)NCC2CCCO2)c1 (stereo unspecified),-4,5,2.2,i,0,15,3,-0.4,-10,2
O=C(CSc1ccc(Cl)cc1)Nc1cccc(NC(=O)c2ccco2)c1,-3,-7,·,0.1,-9,7,2,2.0,10,-38
O=C(O)c1c[nH]c2nccnc12,0,-5,0.5,-1.3,-2,·,·,·,·,·
O=C(O)c1cccc(S(=O)(=O)N2CCOCC2)c1,-1,-2,3.2,-2.5,9,5,-5,1.4,-9,0
CCn1c(CNC(=O)c2ccc(F)cc2)cc2ccccc21,-9,1,-0.2,-3.8,2,30,-4,-0.8,-23,-8
c1cc(-n2nnc3cnccc32)ccn1,-12,1,0.0,-0.9,10,23,2,8.3,1,1
O=C(Nc1nc2c(Cl)c(Cl)ccc2s1)C1CC1,-8,-1,-0.4,i,0,25,-2,1.4,0,-6
COc1cc(-n2c(=S)[nH]c3ccc(C)cc3c2=O)c(Cl)cc1Cl,-3,-7,1.6,0.2,10,15,1,13,20,·
Cc1ccc(NC(=O)Cn2cc(C(=O)C3CC3)c3ccccc32)cc1,-7,-3,1.0,-0.2,3,8,0,1.1,0,2
Cc1ccc(C(=O)Nc2cccc([N+](=O)[O-])c2)cc1S(=O)(=O)Nc1ccc(NC(=O)c2ccccc2)cc1,1,-22,·,i,4,3,2,8.3,3,-151
Cn1cc(C(=O)c2cccc(Cl)c2)cc1/C=N\O,1,-11,0.3,-0.1,6,23,0,30*,·,-5

# Looked up above.
# Cc1ccc(C(=O)Nc2cccc([N+](=O)[O-])c2)cc1S(=O)(=O)Nc1ccc(NC(=O)c2ccccc2)cc1 in DUSP3 inh is listed with 3
# Cn1cc(C(=O)c2cccc(Cl)c2)cc1/C=N\O in SARS 3CLpro inh is listed with 0

# Other entries
SMILES,Anthrax LF inh2,Yp Topo-I inh,TcdB inh,Vc quorum ag,MazF activator,DUSP3 inh,SARS 3CLpro inh,PfHsp40 yeast,PriA SSB inh,Rv3671c inh
Cc1cccc(C(=O)Nc2ccc(S(=O)(=O)N3CCOCC3)cc2C)c1,4,1,-1.4,i,7,-20,-1,-1.2,-1,4
Cc1ccc(S(=O)(=O)NCCNC(=O)N2CCOCC2)cc1,0,15,·,i,3,12,-3,-0.5,-13,10
Fc1ccccc1NC(=S)Nc1ccc(Br)cc1,-2,-3,·,-0.6,2,39,-2,2.3,-2,-2
CCN(CCCNC(=O)c1[nH]c(C)c(C(C)=O)c1C)c1cccc(C)c1,0,-6,·,-6.7,0,15,-1,0.4,40*,10
O=C(Nc1ccc(F)cc1)N1CCc2ccccc2C1,-8,-6,1.1,-0.4,-1,-10,5,-1.5,-6,-7
CSCC(=O)N1CCCC(CNC(=O)c2ccccc2Cl)C1 (stereo unspecified),0,-12,0.7,i,0,30,3,-2.0,-4,-3
CC(C)(C)OC(=O)NCCCC[C@H](NC(=O)c1[nH]cnc1C(=O)Nc1ccccc1)C(=O)OC(C)(C)C,0,1,0.3,0.7,10,23,·,5.0,-3,-28
CC(=O)Nc1ccc(NC(=O)c2sc3nc4n(c(=O)c3c2C)CCCCC4)cc1,-8,2,·,-0.3,6,22,1,1.8,-3,2
CCN1CCN(CC(=O)Nc2cc(S(=O)(=O)N(CC)c3ccccc3)ccc2Cl)CC1,2,17,-1.7,i,4,·,·,-0.5,-4,5
O=C(Nn1cnnc1)c1ccc([N+](=O)[O-])cc1,-1,2,1.0,-0.2,-9,2,3,0.5,4,4
Cc1ccc(C)c(OCCC(=O)NCCc2ccc(F)cc2)c1,0,20,-6.7,i,-4,6,0,2.2,-7,0
Nc1nc(Nc2ccccc2F)nc(N2CCOCC2)c1[N+](=O)[O-],-14,-1,1.3,-0.5,0,16,1,-1.7,-15,0
CCOc1ccccc1NC(=S)NCCCn1ccnc1,2,-15,1.1,-0.4,6,20,-4,-0.6,-11,2
O=C(NC1CCCC1)C(c1ccncc1)N(C(=O)c1csnn1)c1ccc(F)cc1 (stereo unspecified),0,-5,0.4,-0.4,9,28,4,1.5,-12,9
Cc1cccc(OCCCN2CCOCC2)c1,2,7,-0.7,-0.2,6,13,-8,-1.2,-6,·
Cc1cc(N2C(=O)C(=O)/C(=C(/O)c3ccccc3)C2c2cccs2)no1 (stereo unspecified),3,-2,·,-0.6,-3,36,-2,1.0,·,-6
Cc1ccc2c(c1)-c1c(cnn1CC(=O)N1CCCN(Cc3ccccc3F)C1)CO2,6,30,2.8,-0.3,-23,25,-3,0.4,2,10
